STAT3 inh – IL-6 driven STAT3 reporter inhibitors, primary screen, U3A cells, luciferase, luminescence, MLSCN library; 0.89% of 190,000 active; inhibition, % at 5.5 µM; IL-6 STAT3-luciferase reporter; host cell line lacks STAT1;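 active = inhibition above the mean inhibition across all screened compounds plus 3 SD, cut at about 44% in these data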;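 note: 0% = DMSO only wells and 100% = 100 µM nifuroxazide control wells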
APP 5'UTR act – activators of APP 5'UTR luciferase reporter, primary screen, SH-SY5Y cells | SH-SY5Y APP 5'UTR luciferase reporter, luminescence; zero percent = DMSO vehicle wells | activation, % at 2 µM | 1% of 190,000 active | AID 1276, 2008;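 active = activation above a set limit, based on mean plus 3 SD of controls, cut at about 140% in these data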; note: values of inactives mirror those of a sister screen read the other way
NF-kB expr up – activators of NF-kB expression in neurons, primary screen, cell-based, HTS | human neuronal cells, NF-kB reporter expression; active compounds read high | fold change at 12.5 µM | 1.6% of 190,000 active; in the data active = fold change above about 3.3
STAT1 activator – STAT1 signaling activators, primary screen, cell-based, HTS, luciferase reporter | NIH 3T3 STAT1-luciferase reporter, IFN-gamma, luminescence; 100% = IFN-gamma alone, no compound | activation (% of control), % at 5.5 µM | 2.6% of 200,000 active;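 active = activation above the screen-wide mean activation plus 3 SD, cut at about 130% in these data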;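 note: raw ratio to IFN-gamma control signal so 100% means no change and 0% no light; values of inactives mirror those of a sister screen read the other way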
RAM inhibit – inhibitors of the yeast RAM network, primary screen, dse1pr::URA3 reporter, 5-FOA selection; inhibition, % at 50 µM; 1.8% of 190,000 active; AID 868, 2007; S. cerevisiae dse1pr::URA3 reporter, 5-FOA growth OD615, 2 d; analog-sensitive cbk1-as2 kinase mutant strain;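 active = inhibition above a set limit, 3 SD over mean compound inhibition, cut at about 8.4% in these data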;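 note: 0% = DMSO-only wells with no growth and 100% = 10 µM 1-NA-PP1 full growth; inhibition rescues growth on 5-FOA so higher OD means more RAM inhibition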
STAT3 act – IL-6 driven STAT3 reporter potentiators, primary screen, U3A cells, luciferase, luminescence, MLSCN library; IL-6 STAT3-luciferase reporter; 100% = signal with IL-6 EC80 alone; activation (% of control), % at 5.6 µM; 0.91% of 190,000 active;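 active = activation above the screen-wide mean of compound activation plus 3 SD, cut at about 130% in these data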;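 note: 0% = background luminescence of wells with medium and substrate only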
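Material: STAT1-lacking human U3A cells, STAT3 luciferase reporter | Benchmarks: IL-6-only wells as 100% reference | Probe or stimulus: IL-6 (33 ng/mL) | Timing: Compound 1 h, then IL-6 6 h at 37 °C | Detection: Luminescence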
APP 5UTR inh – inhibitors of APP translation via 5'UTR reporter, primary screen, APP 5'UTR luciferase, SH-SY5Y cells; 0.82% of 190,000 active; AID 1285, 2008; inhibition, % at 2 µM; SH-SY5Y APP 5'UTR-luciferase reporter, luminescence;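 active = inhibition above a set limit, derived from the sample mean plus 3 SD, cut at about 45% in these data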; note: values of inactives mirror those of a sister screen read the other way
Hsp70 act – Hsp70 transcriptional activators, primary screen, cell-based, HeLa, Hsp70 promoter luciferase, luminescence, 10 µM | HeLa Hsp70 promoter luciferase reporter; scaled: vehicle 0, proteasome-inhibitor control 100% | activation, % at 10 µM | 0.04% of 200,000 active | AID 1203, 2008;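 active = activation above the mean across all tested compounds plus 3 SD, cutoff set per campaign, cut at about 5.5% in these data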;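 note: 100% = MG132 at 30 µM as the positive control and 0% = DMSO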
STAT1 inh – STAT1 signaling inhibitors, primary screen, cell-based, HTS, luciferase reporter; inhibition, % at 5.5 µM; NIH 3T3 STAT1-luciferase reporter, IFN-gamma, luminescence; AID 920, 2007; 0.35% of 200,000 active;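 active = inhibition above a set limit, the mean inhibition across all tested compounds plus 3 SD, cut at about 34% in these data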;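 note: 0% = IFN-gamma with DMSO and 100% = IFN-gamma with 300 µM nifuroxazide; values of inactives mirror those of a sister screen read the other way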
FLuc inhib CS – firefly luciferase enzyme inhibitors, primary screen, artefact control for luciferase-based inhibitor screens, biochemical, luminescence, ATPLite. Luciferin 4-monooxygenase (Photinus pyralis), P08659. 10 min. inhibition, % at 10 µM. 1.5% of 200,000 active. AID 1006, 2008;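 active = inhibition above about 50% when tested at 10 µM, limit read from the data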
Target sequence (P08659 whole entry, looked up): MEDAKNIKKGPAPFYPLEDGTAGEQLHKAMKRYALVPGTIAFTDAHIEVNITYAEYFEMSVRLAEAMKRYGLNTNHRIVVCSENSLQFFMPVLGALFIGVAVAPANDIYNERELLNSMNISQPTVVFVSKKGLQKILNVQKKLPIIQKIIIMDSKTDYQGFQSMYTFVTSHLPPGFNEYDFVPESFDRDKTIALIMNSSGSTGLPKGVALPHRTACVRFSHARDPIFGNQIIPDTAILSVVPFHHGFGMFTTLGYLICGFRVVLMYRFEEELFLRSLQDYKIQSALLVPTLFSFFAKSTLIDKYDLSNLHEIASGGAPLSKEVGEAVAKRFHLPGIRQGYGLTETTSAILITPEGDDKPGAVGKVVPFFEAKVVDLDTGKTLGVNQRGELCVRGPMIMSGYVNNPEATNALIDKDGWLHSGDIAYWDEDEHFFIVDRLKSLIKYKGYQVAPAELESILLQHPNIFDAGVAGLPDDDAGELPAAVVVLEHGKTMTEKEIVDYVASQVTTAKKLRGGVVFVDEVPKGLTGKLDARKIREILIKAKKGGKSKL
The depositor's hits bear a star; nt = not tested or not shown.

The line under a structure holds: STAT3 inh	APP 5'UTR act	NF-kB expr up	STAT1 activator	RAM inhibit	STAT3 act	APP 5UTR inh	Hsp70 act	STAT1 inh	FLuc inhib CS
> c1ccc(Nc2nc(N3CCOCC3)nc(N3CCOCC3)n2)cc1
  7	-24	0.96	102	0.0	96	24	-0.2	-2	4
> COc1cc(C)nc(Oc2ccc(=O)n(C)n2)n1
  3	-4	1.2	97	-0.9	101	4	-0.1	3	-4
> COc1ccc(NC(=S)N(Cc2ccc(N(C)C)cc2)Cc2ccco2)cc1
  -3	7	1.3	103	0.5	101	-7	0.0	-3	3
> Fc1ccccc1NC(=S)N(CCCN1CCOCC1)Cc1cccnc1
  6	-8	1.1	95	-1.1	95	8	-0.2	6	-4
> Cc1onc(-c2ccccc2Cl)c1C(N)=O
  9	-7	0.94	100	1.1	95	7	-0.1	-1	-12
> COc1ccc(C(=O)NC2CCN(C(=S)NCCc3ccccc3)CC2)cc1
  2	7	0.91	92	3.8	103	-7	-0.4	7	-3
> CCN(CC)S(=O)(=O)c1cccc(C(=O)N/N=C2\CC(=O)CC(C)(C)C2)c1
  -3	8	1	95	1.5	108	-8	0.1	6	0
> O=C(CCC1CCCCC1)NCCN1C2=NC[C@@H](Cc3ccccc3)N2C[C@H]1Cc1ccc(O)cc1
  nt	9	0.61	98	0.9	nt	-9	0.1	4	-5
> O=C(CSCc1ccc([N+](=O)[O-])cc1)Nc1cccc(C(=O)Nc2ccccc2C(=O)O)c1
  8	3	0.86	92	6.7	99	-3	-0.3	9	-2
> O=C(CO/N=C/c1ccccc1OC(F)F)NC1CCCCC1
  -4	9	1.2	99	1.2	106	-9	-0.3	1	-10
> Cn1cccc1/C=N/NC(=O)c1ccc[n+]([O-])c1
  -7	-18	1	101	0.1	105	18	-0.1	-1	-2
> COc1ccc(C(=O)OCCN2C(=O)c3ccccc3C2=O)cc1
  21	4	1.3	113	2.8	86	-4	0.1	-14	-4
> Cc1cccc(C)c1NCc1n[nH]c(=S)n1-c1ccccc1
  2	6	1	103	0.1	102	-6	-0.3	-3	9
> CCOC(=O)c1[nH]c2c(c1-c1ccccc1)C(=O)CC(c1ccc(Cl)cc1)C2 (stereo not drawn)
  2	-1	1.1	92	6.2	99	1	2.3	8	0
> C=CCO/N=C(/C)c1c(O)c(CC)c(-c2ccccc2)n(-c2ccccc2)c1=O
  1	33	1.1	106	13*	101	-33	0.1	-4	-2
> CC(C)c1ccc(NC(=O)C2C3C=CC4(CN(CCCN5CCOCC5)C(=O)C24)O3)cc1 (stereo not drawn)
  3	-7	0.85	94	0.4	98	7	-0.2	4	-5
> Cc1nc(Nc2nc3ccccc3o2)nc(C)c1C(=O)Nc1ccc(F)cc1
  18	-9	1.3	100	3.3	90	9	0.1	0	-8
> O=C(NN1C(=O)c2ccccc2NC1c1ccccn1)c1ccccc1 (stereo not drawn)
  0	-13	1.2	97	1.3	99	13	-0.2	4	3
> Nc1nc2ccc(N3CCOCC3)cc2s1
  13	63	1.8	94	1.8	92	-63	-0.4	6	66*
> COCc1cc(C)n(CC(=O)Nc2cc(C)cc(C)c2)c(=O)c1C#N
  -2	-25	1.1	91	0.8	106	25	-0.3	9	-7
> Cc1ccc(C)c(OCC(=O)N2CCOCC2)c1
  -3	-2	1.1	105	1.8	106	2	-0.1	-5	5
> Brc1ccc(-c2cnc3n2CCCC3)cc1
  9	7	0.95	104	-1.1	95	-7	0.1	-4	-2
> CCOC(=O)c1c(CC(C)C)csc1/N=C/C1C(=O)CC(C)(C)CC1=O
  5	33	1.5	102	3.2	98	-34	-0.3	-3	-3
> N#Cc1ccc(Nc2ccccc2)c(N)c1
  9	7	0.93	86	1.2	101	-7	-0.3	13	-4
> O=C1CC(c2ccc(F)cc2)C(n2cncn2)C(O)=C1C1NCCc2ccccc21 (stereo not drawn)
  -4	13	1.1	94	2.5	105	-13	-0.2	6	-7
> CCC(CC)C(=O)Nc1cccc(C(=O)Nc2ccc(OC)cc2[N+](=O)[O-])c1
  14	13	0.9	99	6.7	97	-14	0.1	1	-4
> COc1ccc(CN2C(=O)CCCc3ccccc32)cc1
  2	8	1.2	96	0.4	103	-8	0.1	1	-3
> Cc1ccc2nc(-c3cccc(NC(=O)c4ccc5c(c4)OCCO5)c3)oc2c1
  15	31	1.4	116	1.4	89	-31	0.7	-17	24
> Cc1nc2scc(-c3ccco3)c2c(=O)n1/N=C/N(C)C
  -1	5	1.1	98	2.8	100	-5	-0.4	3	-9
> COc1ccc(C(=O)N/C(=C/c2cccc3ccccc23)C(=O)NCCc2c[nH]c3ccccc23)cc1OC
  2	-5	0.96	93	6.4	99	5	-0.3	7	-5

RAM inhibit, hit marks shown above.
Structure,APP 5'UTR act,NF-kB expr up,STAT1 activator,RAM inhibit,STAT3 act,APP 5UTR inh,Hsp70 act,STAT1 inh,FLuc inhib CS
C=CCO/N=C(/C)c1c(O)c(CC)c(-c2ccccc2)n(-c2ccccc2)c1=O,33,1.1,106,13*,101,-33,0.1,-4,-2

Returning to the listing; the 6 compounds before the break are reprinted first.
The line under a structure holds: STAT3 inh	APP 5'UTR act	NF-kB expr up	STAT1 activator	RAM inhibit	STAT3 act	APP 5UTR inh	Hsp70 act	STAT1 inh	FLuc inhib CS
> O=C1CC(c2ccc(F)cc2)C(n2cncn2)C(O)=C1C1NCCc2ccccc21 (stereo not drawn)
  -4	13	1.1	94	2.5	105	-13	-0.2	6	-7
> CCC(CC)C(=O)Nc1cccc(C(=O)Nc2ccc(OC)cc2[N+](=O)[O-])c1
  14	13	0.9	99	6.7	97	-14	0.1	1	-4
> COc1ccc(CN2C(=O)CCCc3ccccc32)cc1
  2	8	1.2	96	0.4	103	-8	0.1	1	-3
> Cc1ccc2nc(-c3cccc(NC(=O)c4ccc5c(c4)OCCO5)c3)oc2c1
  15	31	1.4	116	1.4	89	-31	0.7	-17	24
> Cc1nc2scc(-c3ccco3)c2c(=O)n1/N=C/N(C)C
  -1	5	1.1	98	2.8	100	-5	-0.4	3	-9
> COc1ccc(C(=O)N/C(=C/c2cccc3ccccc23)C(=O)NCCc2c[nH]c3ccccc23)cc1OC
  2	-5	0.96	93	6.4	99	5	-0.3	7	-5
> Nc1nc(CSc2ccccn2)nc(Nc2ccccc2)n1
  -13	134	4.7*	148*	3.5	113	-134	0.2	-52	3
> CSc1nc(-c2ccc(F)cc2)cc(=O)[nH]1
  9	-4	1.1	103	0.6	94	4	-0.4	-4	-4
> CCC(CO)NCc1ccc(OC2CCCC2)cc1 (stereo not drawn)
  4	-5	1.2	103	2.1	101	5	-0.1	-3	2
> CC(C)(C(=O)Nc1nccs1)c1ccccc1
  2	-21	1.3	96	-0.4	100	21	-0.1	3	0
> Cc1cccc(NC(=O)Cn2c(O)c(N=NC(=O)c3ccncc3)c3ccccc32)c1
  3	14	1.3	86	3.1	101	-14	-0.2	15	0
> Cc1ccc(N2C(=O)C3C4CC(=O)C(c5ccccc54)C3C2=O)cc1 (stereo not drawn)
  -4	-24	1.1	90	0.1	109	24	-0.4	11	-3
> COc1ccc(S(=O)(=O)Nc2cccc(SC)c2)cc1OC
  9	-1	0.88	85	1.9	92	1	0.1	17	-4
> CCOc1cc(N2CCOCC2)c(OCC)cc1NC(=O)C1CCCC1
  -5	-3	1.3	103	-0.5	104	3	-0.5	-3	-7
> COc1cc2c(cc1OC)CN(C(=S)Nc1ccccc1)CC2
  16	7	1.4	101	1.2	89	-7	-0.1	-1	-7
> O=S(=O)(c1ccc2oc3ccc(S(=O)(=O)N4CCCC4)cc3c2c1)N1CCCC1
  6	nt	nt	92	nt	98	-19	-0.5	1	nt
> Cc1ccnn1CCSCC(=O)O
  5	-16	1.1	99	-0.4	101	16	-0.2	1	-10
> C=CCN=C1NN=C(c2cc(C)n(CCOC)c2C)CS1
  78*	2	0.2	78	-0.1	35	-2	-0.3	25	89*
> CC(=O)Oc1ccc(C(=O)O)cc1OC(C)=O
  2	-4	1.3	107	0.4	103	4	0.1	-7	3
> Cc1ccc(-n2nc(C)c3c(C)cc(=O)[nH]c32)cc1
  -29	9	1.2	97	-0.2	126	-9	-0.2	4	-4
> COc1ccc(C)cc1S(=O)(=O)Nc1cccnc1
  4	6	0.82	106	-0.1	100	-6	0.0	-5	-4
> CN1CCN(c2ccc([N+](=O)[O-])cc2C(=O)N2CCOCC2)CC1
  2	-9	1.1	103	-0.8	103	9	-0.4	-4	-7
> COC(=O)C1=CN(C2CC2)C=C(C(=O)OC)C1c1ccccc1OC
  10	-15	0.84	96	6.7	96	15	-0.4	4	-4
> CC(=O)Nc1ccc(NC(=O)CSc2ccc3nnc(CCNC(=O)c4ccccc4)n3n2)cc1
  -5	-2	1.2	102	0.4	105	2	0.5	-3	-6
> CCOC(=O)C1CCN(CC(O)COc2ccc(C(C)(C)CC)cc2)CC1 (stereo not drawn)
  0	-1	1.1	95	1.5	104	1	-0.3	7	-3
> Cc1ccc(CNC(=O)C(Cc2ccccc2)NS(=O)(=O)c2cccs2)cc1 (stereo not drawn)
  -4	-13	0.77	95	1.6	104	13	-0.2	6	-6
> O=C1[C@H]2[C@H]3[C@H](O)[C@H](O)C/C(=N\OC[C@@H](O)COCc4ccco4)[C@@H]3CC[C@H]2C(=O)N1c1ccc(F)cc1F
  4	2	1.3	107	0.4	95	-2	0.1	-8	2
> CCN1CCN(Cc2ccc(NC(=O)Nc3ccc(OC)cc3)cc2)CC1
  -12	5	1.2	116	0.0	109	-5	0.4	-20	-1
> O=C(/C=C/c1ccc(Cl)cc1Cl)N(Cc1ccccc1)C1CCS(=O)(=O)C1 (stereo not drawn)
  -2	0	0.64	94	4.0	100	0	0.7	7	-5
> CCC1CCCCN1C(=S)NC(=O)c1ccc(F)c(S(=O)(=O)N2CCOCC2)c1 (stereo not drawn)
  7	11	0.92	106	-0.7	100	-11	-0.1	-9	-4

Quoted from the listing.
Reading for `CCC(CO)NCc1ccc(OC2CCCC2)cc1` (stereo not drawn) in Hsp70 act: -0.1
Reading for `COc1cc2c(cc1OC)CN(C(=S)Nc1ccccc1)CC2` in Hsp70 act: -0.1

Compound activity as filed in PubChem.
